Screens from PubChem.
Growth percent in the NCI-60 one-dose screen (48 h, 10 µM unless noted): 100 = growth as untreated, 0 = no growth, -100 = all killed.
NCI/ADR-RES: NCI/ADR-RES ovarian cells; 4.4% of 81,000 active; AID 1794790
NCI-H522: NCI-H522 lung cancer. 8% of 78,000 active. AID 1794739
IGROV1: IGROV1 ovarian cancer. 4.7% of 79,000 active. AID 1794786
NCI-H460: NCI-H460 lung cancer; 6.8% of 82,000 active
NCI-H322M: NCI-H322M lung cancer; 2.7% of 80,000 active
OVCAR-4: OVCAR-4 ovarian cancer cells. AID 1794784. 3.7% of 80,000 active
NCI-H23: NCI-H23 lung cancer. 4% of 80,000 active
SK-OV-3: SK-OV-3 ovarian cancer cells. 3.2% of 80,000 active. AID 1794785
NCI-H226: NCI-H226 lung cancer; 3.5% of 79,000 active
Active calls of the source: *. How the source made its calls: active means growth percent below 10; inactive means the rest.

A first look, 2 compounds:
What do the screens show for `CC(C)c1cccc(C(C)C)c1NC(=O)N1CCOCC1`?
NCI/ADR-RES: 103; NCI-H522: 113; IGROV1: 118; NCI-H460: 102; NCI-H322M: 110; OVCAR-4: 100; NCI-H23: 97; SK-OV-3: 107; NCI-H226: 97

Results for CCC(C)(C)C1CCC(O)CC1 (stereo unspecified) ?
NCI/ADR-RES: 97; IGROV1: 107; NCI-H460: 103; NCI-H322M: 103; OVCAR-4: 107; NCI-H23: 91; SK-OV-3: 103; NCI-H226: 103

The whole of this part, previewed entries included:
What do the screens show for `CC(C)c1cccc(C(C)C)c1NC(=O)N1CCOCC1`?
NCI/ADR-RES: 103; NCI-H522: 113; IGROV1: 118; NCI-H460: 102; NCI-H322M: 110; OVCAR-4: 100; NCI-H23: 97; SK-OV-3: 107; NCI-H226: 97

Results for CCC(C)(C)C1CCC(O)CC1 (stereo unspecified) ?
NCI/ADR-RES: 97; IGROV1: 107; NCI-H460: 103; NCI-H322M: 103; OVCAR-4: 107; NCI-H23: 91; SK-OV-3: 103; NCI-H226: 103

Results for COC(=O)C1(CC(=O)c2ccco2)NC(=S)NC(=O)C1C#N (stereo unspecified) ?
NCI/ADR-RES: 105; NCI-H522: 101; IGROV1: 123; NCI-H460: 122; NCI-H322M: 112; OVCAR-4: 113; NCI-H23: 105; SK-OV-3: 115; NCI-H226: 92

What do the screens show for `Cc1cc(C)c2c(Cn3cc(COc4ccc5c(c4)NC(=O)CC5)nn3)cc(=O)oc2c1`?
NCI/ADR-RES: 89; NCI-H522: 80; IGROV1: 76; NCI-H460: 98; NCI-H322M: 77; OVCAR-4: 77; SK-OV-3: 102; NCI-H226: 80

Results for CCOC(=O)c1cc(C(=O)c2ccc(Br)cc2)n2ccc(/C=C/c3ccn4c(C(=O)c5ccc(OC)cc5)cc(C(=O)OCC)c4c3)cc12 ?
NCI/ADR-RES: 101; NCI-H522: 90; IGROV1: 97; NCI-H460: 101; NCI-H322M: 95; OVCAR-4: 100; NCI-H23: 95; SK-OV-3: 93; NCI-H226: 102

How did Cc1nc2n(c1C(=O)N1CCCCC1)CCS2(=O)=O do in these assays?
NCI/ADR-RES: 106; NCI-H522: 90; IGROV1: 121; NCI-H460: 111; NCI-H322M: 100; OVCAR-4: 108; NCI-H23: 97; SK-OV-3: 108; NCI-H226: 100

Results for CC(=O)Nc1nc(C(=O)N2N=C(C)/C(=C/c3cccs3)C2=O)cs1 ?
NCI/ADR-RES: 112; NCI-H522: 87; IGROV1: 97; NCI-H460: 107; NCI-H322M: 95; OVCAR-4: 106; NCI-H23: 107; SK-OV-3: 99; NCI-H226: 101

What do the screens show for `C=CC(=O)Nc1cccc(-c2nc(SC)nc(NCCc3ccc(OC)c(OC)c3)c2C#N)c1`?
NCI/ADR-RES: 24; NCI-H522: 39; IGROV1: 66; NCI-H460: 75; NCI-H322M: 91; OVCAR-4: 19; NCI-H23: 48; SK-OV-3: 89; NCI-H226: 41

How did Nc1ccc(F)cc1 do in these assays?
NCI/ADR-RES: 106; IGROV1: 135; NCI-H460: 106; NCI-H322M: 135; OVCAR-4: 109; NCI-H23: 106; SK-OV-3: 98; NCI-H226: 108

How did CCN(C(=O)c1cc2ncccc2[nH]1)[C@H]1CCC[C@@H](NCc2cccc(F)c2)C1 do in these assays?
NCI/ADR-RES: 89; NCI-H522: 90; IGROV1: 91; NCI-H460: 105; NCI-H322M: 81; OVCAR-4: 104; NCI-H23: 97; SK-OV-3: 103; NCI-H226: 101

What do the screens show for `C/C1=C\CC2CCC(C)(O)C(CC(O)/C(C)=C/CC1)C2(C)C` (stereo unspecified)?
NCI/ADR-RES: 107; NCI-H522: 95; IGROV1: 80; NCI-H460: 116; NCI-H322M: 103; OVCAR-4: 101; NCI-H23: 100; SK-OV-3: 109; NCI-H226: 104

What do the screens show for `COc1ccc(C(C)=C(c2ccc(OCCN3CCCCCC3)cc2)c2ccc(OCCN3CCCCCC3)cc2)cc1`?
NCI/ADR-RES: -60*; NCI-H522: -52*; IGROV1: -68*; NCI-H460: -57*; NCI-H322M: -12*; OVCAR-4: -67*; NCI-H23: -40*; SK-OV-3: 73; NCI-H226: -46*

How did Nc1nc(Cl)cc(NCCCCNc2cc(Cl)nc(N)n2)n1 do in these assays?
NCI/ADR-RES: 107; NCI-H522: 84; IGROV1: -20*; NCI-H460: 121; NCI-H322M: 87; OVCAR-4: 104; NCI-H23: 102; SK-OV-3: 113; NCI-H226: 109

Results for NC(Cc1ccccc1)C(=O)O (stereo unspecified) ?
NCI/ADR-RES: 100; NCI-H522: 97; IGROV1: 105; NCI-H460: 106; NCI-H322M: 104; OVCAR-4: 101; NCI-H23: 93; SK-OV-3: 104; NCI-H226: 101

Results for CN(C)c1ccc(/C=C/c2cc(-c3ccccc3)c3ccccc3n2)cc1 ?
NCI/ADR-RES: 90; NCI-H522: 98; IGROV1: 94; NCI-H460: 95; NCI-H322M: 90; OVCAR-4: 91; NCI-H23: 96; SK-OV-3: 130; NCI-H226: 97

How did O=[N+]([O-])c1ccc(Br)c(P(=O)(O)O)c1 do in these assays?
NCI/ADR-RES: 109; NCI-H522: 104; IGROV1: 106; NCI-H460: 101; NCI-H322M: 92; OVCAR-4: 110; NCI-H23: 108; SK-OV-3: 101; NCI-H226: 96

How did NC(=S)N/N=C/c1ccco1 do in these assays?
NCI/ADR-RES: 110; NCI-H522: 105; IGROV1: 114; NCI-H460: 105; NCI-H322M: 109; OVCAR-4: 97; NCI-H23: 108; SK-OV-3: 105; NCI-H226: 95

Results for OC1(CSc2ccccc2)CCCCC1 ?
NCI/ADR-RES: 107; NCI-H522: 119; IGROV1: 118; NCI-H460: 109; NCI-H322M: 108; OVCAR-4: 106; NCI-H23: 104; SK-OV-3: 101; NCI-H226: 102

Results for CCCCCN(CCCCC)CC(O)c1cc(C)c2ccc3cc(C(C)C)ccc3c2c1 (stereo unspecified) ?
NCI/ADR-RES: -55*; NCI-H522: -62*; IGROV1: -13*; NCI-H460: 6.0*; NCI-H322M: 77; OVCAR-4: 19; NCI-H23: -52*; SK-OV-3: 86; NCI-H226: 79

What do the screens show for `O=C(c1ccccc1)c1c(-c2ccccc2)oc2c1CNC1C=CC=CC21` (stereo unspecified)?
NCI/ADR-RES: 109; NCI-H522: 82; IGROV1: 102; NCI-H460: 101; NCI-H322M: 97; OVCAR-4: 97; NCI-H23: 108; SK-OV-3: 88; NCI-H226: 97

Results for COc1ccc(-n2cnc(=S)[nH]c2=S)cc1 ?
NCI/ADR-RES: 111; NCI-H522: 99; IGROV1: 106; NCI-H460: 102; NCI-H322M: 109; NCI-H23: 99; SK-OV-3: 110; NCI-H226: 97

Results for NC(=O)c1cc(Cl)ccc1NC(=O)c1ccccc1-c1ccccc1 ?
NCI/ADR-RES: 21; IGROV1: 30; NCI-H460: 13; NCI-H322M: 30; OVCAR-4: 48; NCI-H23: 40; SK-OV-3: 33; NCI-H226: 58

What do the screens show for `COc1c(C(=O)/C=C/c2ccc(Cl)cc2)c(O)cc2occc12`?
NCI/ADR-RES: 50; NCI-H522: 58; IGROV1: 55; NCI-H460: 79; NCI-H322M: 87; OVCAR-4: 87; NCI-H23: 66; SK-OV-3: 90; NCI-H226: 85

Results for CC(C)(C)NC(=O)C1CSC2(C(=O)Nc3ccccc32)N1C(=O)C1CCCCC1 (stereo unspecified) ?
NCI/ADR-RES: 94; NCI-H522: 90; IGROV1: 100; NCI-H460: 102; NCI-H322M: 100; OVCAR-4: 93; NCI-H23: 96; SK-OV-3: 97; NCI-H226: 93

How did CCC(C)(O)C(C)=O (stereo unspecified) do in these assays?
NCI/ADR-RES: 105; NCI-H522: 107; IGROV1: 104; NCI-H460: 102; NCI-H322M: 125; OVCAR-4: 110; NCI-H23: 95; SK-OV-3: 99

How did CN(C)c1ccc(-c2cc(-c3cccc(OCC(=O)O)c3)[nH]c(=O)c2C#N)cc1 do in these assays?
NCI/ADR-RES: 104; NCI-H522: 104; IGROV1: 109; NCI-H460: 105; NCI-H322M: 97; OVCAR-4: 101; NCI-H23: 99; SK-OV-3: 100; NCI-H226: 95

Results for Cc1cc(NS(=O)(=O)c2ccc(N)cc2)sn1 ?
NCI/ADR-RES: 111; NCI-H522: 94; IGROV1: 92; NCI-H460: 114; NCI-H322M: 97; OVCAR-4: 113; NCI-H23: 103; SK-OV-3: 107; NCI-H226: 108

How did COc1cc(/C=C/c2cc(/C=C/c3cc(OC)c(OC)c(OC)c3)n(-c3cc(F)cc(F)c3)n2)cc(OC)c1OC do in these assays?
NCI/ADR-RES: 94; NCI-H522: 72; IGROV1: 84; NCI-H460: 101; NCI-H322M: 72; OVCAR-4: 112; NCI-H23: 87; SK-OV-3: 94; NCI-H226: 89

Results for C/C(=N\N=C(/C)c1ccc2ccccc2c1)c1ccc2ccccc2c1 ?
NCI/ADR-RES: 100; NCI-H522: 112; IGROV1: 118; NCI-H460: 115; NCI-H322M: 105; OVCAR-4: 110; NCI-H23: 102; SK-OV-3: 107; NCI-H226: 101

What do the screens show for `Clc1ccc(N(CC2CO2)CC2CO2)cc1` (stereo unspecified)?
NCI/ADR-RES: 96; IGROV1: 71; NCI-H460: 103; NCI-H322M: 102; OVCAR-4: 118; NCI-H23: 100; SK-OV-3: 102; NCI-H226: 97

What do the screens show for `COC(=O)c1sc(C(=O)c2ccccc2)c(C#N)c1N`?
NCI/ADR-RES: 102; NCI-H522: 89; IGROV1: 91; NCI-H460: 111; NCI-H322M: 98; OVCAR-4: 112; NCI-H23: 97; SK-OV-3: 98; NCI-H226: 101

Results for Oc1ccc(C(c2ccccc2)c2ccc(O)cc2O)c(O)c1 ?
NCI/ADR-RES: 98; NCI-H522: 80; IGROV1: 95; NCI-H460: 86; OVCAR-4: 83; NCI-H23: 93; SK-OV-3: 107; NCI-H226: 104

What do the screens show for `O=[N+]([O-])c1cccc(I)c1`?
NCI/ADR-RES: 99; NCI-H522: 93; IGROV1: 109; NCI-H460: 106; NCI-H322M: 96; OVCAR-4: 88; NCI-H23: 93; SK-OV-3: 103; NCI-H226: 98

What do the screens show for `CCn1cc(C(=O)O)c(=O)c2cc(F)c(N3CCN(C(=O)CSc4nc(-c5ccc(OC)cc5)c(C#N)c(=O)[nH]4)CC3)cc21`?
NCI/ADR-RES: 106; NCI-H522: 88; IGROV1: 101; NCI-H460: 108; NCI-H322M: 109; OVCAR-4: 111; NCI-H23: 98; SK-OV-3: 86; NCI-H226: 92

How did CC1CCC2(CC1)SC(C)C(=O)N2NC(=O)Cc1ccccc1Nc1c(Cl)cccc1Cl (stereo unspecified) do in these assays?
NCI/ADR-RES: 74; NCI-H522: 53; IGROV1: 87; NCI-H460: 69; NCI-H322M: 96; OVCAR-4: 66; NCI-H23: 82; SK-OV-3: 108

What do the screens show for `NS(=O)(=O)c1ccc(CN2C(=O)c3cc(Cl)c(Cl)cc3C2=O)cc1`?
NCI/ADR-RES: 99; NCI-H522: 96; IGROV1: 102; NCI-H460: 121; OVCAR-4: 112; NCI-H23: 92; SK-OV-3: 96; NCI-H226: 105

What do the screens show for `N#Cc1c(C#N)c(SSc2c(C#N)c(C#N)c(N)n2-c2ccccc2)n(-c2ccccc2)c1N`?
NCI/ADR-RES: 101; NCI-H522: 67; IGROV1: 95; NCI-H460: 120; NCI-H322M: 108; OVCAR-4: 77; NCI-H23: 95; SK-OV-3: 115; NCI-H226: 101

Results for COC(=O)c1c(C(=O)OC)c2n(CC(=O)Nc3cccc4cccnc34)c3ccccc3n2c1C(=O)c1ccc(Br)cc1 ?
NCI/ADR-RES: 88; NCI-H522: 98; IGROV1: 96; NCI-H460: 101; NCI-H322M: 102; OVCAR-4: 87; NCI-H23: 97; SK-OV-3: 103; NCI-H226: 82

How did CC(=O)O[C@H]1C2=C(C)CC[C@H]2[C@]2(C)O[C@@]1(C(C)C)C[C@H]2OC(=O)CO do in these assays?
NCI/ADR-RES: 100; NCI-H522: 95; IGROV1: 96; NCI-H460: 107; NCI-H322M: 101; OVCAR-4: 103; NCI-H23: 105; SK-OV-3: 98; NCI-H226: 81

What do the screens show for `CN1CCC2(CC1)NC(=O)c1c(c3ccc(Cl)c(Cl)c3n1C)C2C#N` (stereo unspecified)?
NCI/ADR-RES: 82; NCI-H522: 76; IGROV1: 73; NCI-H460: 49; NCI-H322M: 86; NCI-H23: 77; SK-OV-3: 86; NCI-H226: 54

What do the screens show for `CCOc1ccc(/C=C/c2nc(=O)c3ccccc3o2)cc1`?
NCI/ADR-RES: 70; NCI-H522: 84; IGROV1: 90; NCI-H460: 87; NCI-H322M: 109; NCI-H23: 88; SK-OV-3: 94

Four entries from above, arranged by count of non-hydrogen atoms, low to high.
Results for CCC(C)(C)C1CCC(O)CC1 (stereo unspecified) ?
NCI/ADR-RES: 97; IGROV1: 107; NCI-H460: 103; NCI-H322M: 103; OVCAR-4: 107; NCI-H23: 91; SK-OV-3: 103; NCI-H226: 103

Results for COc1ccc(-n2cnc(=S)[nH]c2=S)cc1 ?
NCI/ADR-RES: 111; NCI-H522: 99; IGROV1: 106; NCI-H460: 102; NCI-H322M: 109; NCI-H23: 99; SK-OV-3: 110; NCI-H226: 97

How did CC1CCC2(CC1)SC(C)C(=O)N2NC(=O)Cc1ccccc1Nc1c(Cl)cccc1Cl (stereo unspecified) do in these assays?
NCI/ADR-RES: 74; NCI-H522: 53; IGROV1: 87; NCI-H460: 69; NCI-H322M: 96; OVCAR-4: 66; NCI-H23: 82; SK-OV-3: 108

What do the screens show for `CCn1cc(C(=O)O)c(=O)c2cc(F)c(N3CCN(C(=O)CSc4nc(-c5ccc(OC)cc5)c(C#N)c(=O)[nH]4)CC3)cc21`?
NCI/ADR-RES: 106; NCI-H522: 88; IGROV1: 101; NCI-H460: 108; NCI-H322M: 109; OVCAR-4: 111; NCI-H23: 98; SK-OV-3: 86; NCI-H226: 92
